Compound activity from PubChem.
AmpC det inh = AmpC beta-lactamase inhibition, detergent assay | P00811 | purified AmpC, nitrocefin hydrolysis with detergent | Potency, µM (highest dose often 28.7 µM), without a hit: at the top dose activity change, negative = inhibition | 71,000 compounds, 0.09% hits; active = well fitted curve in the direction sought with a large enough effect
Target sequence (P00811 whole entry, looked up): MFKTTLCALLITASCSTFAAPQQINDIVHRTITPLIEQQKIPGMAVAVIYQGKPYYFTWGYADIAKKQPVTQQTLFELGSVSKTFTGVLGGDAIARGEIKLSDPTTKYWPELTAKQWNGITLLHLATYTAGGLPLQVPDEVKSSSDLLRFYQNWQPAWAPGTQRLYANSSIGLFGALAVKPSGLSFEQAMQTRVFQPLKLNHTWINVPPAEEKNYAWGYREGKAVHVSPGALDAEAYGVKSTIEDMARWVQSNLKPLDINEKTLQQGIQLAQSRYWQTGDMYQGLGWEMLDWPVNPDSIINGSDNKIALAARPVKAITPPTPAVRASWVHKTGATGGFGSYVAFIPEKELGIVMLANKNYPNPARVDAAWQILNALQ
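E. coli AmpC (5.3 nM) in 20 mM phosphate pH 7.0 with 0.01% Triton X-100, preincubated 15 min RT with compound; nitrocefin (2 uL of 800 uM stock) hydrolysis followed by 480 nm absorbance every 20 s over 4 min.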
Active calls of the source: *; [ ] = remark or other dose. % is scaled to controls: 0 for no effect and ±100 for the full control effect; potency is read from the fitted curve at half-maximal effect. Not all compounds are listed; count on the stated rates, not on these rows.

canonical_smiles | AmpC det inh
Cc1occc1-c1nnc(SCC(=O)Nc2nccs2)n1Cc1ccco1 | 13.1%
COC(=O)CSc1cc(SCC(=O)OC)c(C#N)c(SCC(=O)OC)c1 | -1.0%
C=CCn1c(SCc2c(F)cccc2Cl)nnc1-c1ccco1 | -4.5%
O=C(c1cc(C(F)(F)F)cc(C(F)(F)F)c1)N1CCC2(CCCN(Cc3ccccc3)C2)CC1 | -1.1%
COc1ccccc1OCc1nc(C#N)c(NCc2ccco2)o1 | -2.9%
CCCNC(=O)CCNC(=O)c1ccc(C(C)(C)C)cc1 | -1.1%
CCCOc1ccc(C2C(=O)N(C3CCCCC3)CC(=O)N2CCC)cc1OC (stereo not drawn) | 1.4%
CCCCS(=O)CC(CS(=O)CCCC)OC(=O)c1ccc(C)cc1 (stereo not drawn) | 1.7%
c1ccc(CSc2ncn(-c3ccccc3)n2)cc1 | 13.3%
CCOC(=O)N1CCC(NC(=O)C2CCN(S(=O)(=O)c3cccc4cccnc34)CC2)CC1 | 6.7%
CC(C)CN1CCC2(CC1)CCN(C(=O)c1cnccn1)CC2 | -4.1%
CC1CCN(C(=O)CSc2nnc(-c3ccc(S(=O)(=O)N4CCOCC4)cc3)n2C)CC1 | 12.4%
O=S(=O)(NCC1CCCO1)c1ccc2oc3ccc(S(=O)(=O)NCC4CCCO4)cc3c2c1 (stereo not drawn) | -4.9%
COc1ccc(C(C)(C)C)cc1NC(=O)C1C2C=CC(C2)C1C(=O)O (stereo not drawn) | -5.7%
O=C(Cc1cccs1)N(Cc1ccco1)C1(C(=O)NC2CCCC2)CCCCC1 | -5.5%

Going on with the list.
canonical_smiles | AmpC det inh
Cc1cc(C)n(-c2ccc(C(=O)OCC(=O)N(CC(C)C)C3CCS(=O)(=O)C3)cc2)n1 (stereo not drawn) | -3.2%
CCOc1cc(N2CCOCC2)c(OCC)cc1NC(=O)Cn1[nH]c(=O)c2ccccc2c1=O | -3.6%
O=c1cc(Cn2ccnc2)c2cc3c(cc2o1)CCC3 | 0.0%
CCOC(=O)C1CCCN(C(=O)c2cc3c(=O)n4cccc(C)c4nc3n2C)C1 (stereo not drawn) | -0.1%
CC(=O)[C@@H]1[C@@H]2C(=O)N(c3ccc(F)c(Cl)c3)C(=O)[C@@H]2C2c3ccccc3C=CN21 (stereo partly drawn) | 1.4%
CCN(CC)CCOc1nc(C)nc2c1oc1ccccc12 | -3.1%
COc1cccc(-n2c(SC)nnc2-c2cnccn2)c1 | 0.4%
Cc1ccccc1NC(=O)c1c(F)c(F)c(F)c(F)c1F | -2.2%
O=C(CSc1nnc2scc(-c3ccccc3)n12)N1CCN(Cc2ccccc2)CC1 | -2.4%
COc1cccc(-c2nc(N3CCNCC3)c3ccccc3n2)c1 | 11.6%
COc1ccc(-n2c(=O)c3ccccc3n(CC(=O)NC3CCCC3)c2=O)cc1 | 7.4%
CC(C)CCn1nnnc1C(c1ccc(F)cc1)N1CCN(C(=O)c2ccco2)CC1 (stereo not drawn) | 3.0%
COc1ccc(NC(=O)c2oc3cc(C)c(C)cc3c2C)c(OC)c1 | 2.9%
O=C(O)C(F)(F)S(=O)(=O)O | 11.6%
Cc1noc(C)c1COC(=O)c1cccnc1SCC(=O)Nc1ccc2c(c1)OCO2 | -4.0%

(cont.)
canonical_smiles | AmpC det inh
COc1ccccc1-c1nnc(SCCN2CCOCC2)n1-c1ccc(C)cc1 | -5.6%
CN(C)C(=O)CSc1nnc(CCNC(=O)OC(C)(C)C)o1 | -2.5%
Cc1ccc(NC(=[OH+])c2cc3ccccc3cc2O)c(C)c1.Cc1ccc(NC(=[OH+])c2cc3ccccc3cc2O)c(C)c1.[Ni] | -3.6%[5.75 µM]
COc1cccc(C2=CC(c3cc(OC)ccc3OC)n3nnnc3N2)c1 (stereo not drawn) | -1.3%
Cc1ccccc1NC(=O)c1ccccc1 | -1.2%
CCc1c(C)nc2ncnn2c1N1CCCC(C(=O)NCCc2ccccc2)C1 (stereo not drawn) | 6.7%
Cc1occc1C(=O)Nc1c(F)cc(F)cc1Br | -4.8%
CCOC(=O)c1ccc(CNC(=O)C2CCCCC2C(=O)OCC(F)(F)F)o1 (stereo not drawn) | -8.0%
CNC/C(Cl)=N/S(=O)(=O)c1ccc(C)cc1 | -3.3%[5.75 µM]
COC(=O)c1sc(NC(=O)c2ccco2)nc1C | -1.2%
Nc1c(Cl)cc([N+](=O)[O-])cc1Cl | 9.5%
O=c1c2ccccc2n2cnnc2n1-c1ccccc1 | -12.0%
O=C(CSc1oc(-c2ccc(F)cc2)nc1S(=O)(=O)c1ccccc1)NCC1CCCO1 (stereo not drawn) | -5.1%
Fc1ccc2c(c1)[C@H]1OCC[C@H]1[C@@H](c1ccco1)N2 | -10.8%
CCc1nc(C)cc(N)c1OCc1ccccc1 | 0.0%

Other results
canonical_smiles | AmpC det inh
COC(=O)c1cc2sccc2n1Cc1nc(-c2ccc(OC)cc2)oc1C | -0.3%
CNC(=O)CN1C(=O)c2ccccc2S1(=O)=O | 9.7%
O=C(Nc1nc(-c2cccnc2)cs1)c1ccc(S(=O)(=O)N2CCOCC2)cc1 | -2.1%
CCOC(=O)c1[nH]c(C)c(C(=O)N2CCC3(CC2)OCCO3)c1C | -0.5%
CCC(C)n1nccc1NC(=O)C(C)OC(=O)c1cc2ccccc2[nH]1 (stereo not drawn) | -0.9%
OC(COc1ccc2ccccc2c1Cl)CN1CCOCC1 (stereo not drawn) | 15.0%
CCCCn1c(NC(=O)c2ccccc2)c(C#N)c2nc3ccccc3nc21 | -7.7%
O=C(Nc1ccc(S(=O)(=O)N2CCc3ccccc3C2)cc1)C1CCCO1 (stereo not drawn) | -3.5%
CCCCC(=O)NC1(C(F)(F)F)C(=O)Nc2c1c(=O)[nH]c(=O)n2Cc1ccco1 (stereo not drawn) | -1.7%
O=C(C1CCC(C(=O)N2CCc3ccccc32)CC1)N1CCc2ccccc21 (stereo not drawn) | -2.4%
CC(C)(C)N(Cc1ccccc1)C(=O)CSc1nnc(CNc2ccc(F)cc2)o1 | 8.7%
COC(=O)c1sc(NC(=O)Cc2cccs2)nc1C | -5.3%
CCOC(=O)N1CCC(N2C(=O)c3ccc(C(=O)NC4CCCCCC4)cc3C2=O)CC1 | 3.5%
Cc1ccc(-n2c(Cc3cccs3)nnc2SCC(=O)OC(C)C)cc1 | -1.7%
S=C(c1ccc(Cl)cc1)N1CCOCC1 | -1.3%

(more compounds)
canonical_smiles | AmpC det inh
Clc1ccc2c(N3CCC(CCC4CCN(c5ncnc6cc(Cl)ccc56)CC4)CC3)ncnc2c1 | -2.5%[5.75 µM]
O=S(=O)(Nc1cccnc1)c1ccc(C2CCCCC2)cc1 | 13.1%
Cc1cccc([N+](=O)[O-])c1C(=O)O | 10.2%
O=C(O)C1CSC2(CCN(Cc3ccccc3)CC2)N1 (stereo not drawn) | 3.3%
COCCN1Cc2cccc(C(=O)N3CCN(c4cc(C)ccc4C)CC3)c2C1=O | 2.8%
CCOc1cc(S(=O)(=O)NCC2OCCc3ccccc32)c(OCC)cc1-n1cnnn1 (stereo not drawn) | -2.9%
O=C(Nc1ccc2nc(-c3cccs3)[nH]c2c1)c1ccco1 | -1.3%
COc1cccc(-c2nc(CS(=O)(=O)CC(=O)N3CCN(C4CCCCC4)CC3)c(C)o2)c1 | 1.8%
O=C(Nc1ccc2c(c1)CCC2)C1CCN(c2c3c(nc4ncnn24)CCC3)CC1 | 11.0%
CC(C)(C)c1cc(C(=O)O)c(CN2CCCCC2)o1 | 3.9%
COC(=O)c1cccc(NC(=O)Cn2nnc3ccccc32)c1 | -2.0%
CCc1nnc(NC(=O)C(C)Sc2ccccc2)s1 (stereo not drawn) | 8.2%
O=C(O)CCCC(=O)Nc1nc(-c2ccc(F)cc2)cs1 | 9.6%
C=CCn1c(SCc2cc(=O)n3ccsc3n2)nnc1C1CCCCC1 | -5.2%
Cc1ccc(S(=O)(=O)C(C#N)c2nc3ccccc3nc2N2CCC(C)CC2)cc1 (stereo not drawn) | -0.2%

Next records
canonical_smiles | AmpC det inh
Cc1cc(-n2c(SCCC#N)nnc2-c2cccnc2)ccc1Cl | 0.2%
COc1cc(CNC(=O)OCC(C)C)cc(OC)c1OC | 3.3%
CS(=O)(=O)N1CCCC(C(=O)NCCc2ccccc2)C1 (stereo not drawn) | -1.3%
Cc1cc(C)n(-c2nc3ccccc3c(=O)n2OCCOc2ccccc2)n1 | 0.6%
CN1CCN(c2ncc3nc(-c4ccccc4)c(=O)n(Cc4cccs4)c3n2)CC1 | -0.3%
O=c1oc2c(CN3CCCCCC3)c(O)ccc2cc1-c1nc2ccccc2[nH]1 | -2.6%
CCn1c(SCC(=O)Nc2ccccc2-c2ccccc2)nnc1-c1ccoc1C | 2.6%
COCc1c(C(N)=O)nnn1-c1nonc1N | -2.9%
CNc1ncnc2c1ncn2[C@H]1C[C@@H](OP(=O)(O)O)[C@H](COP(=O)(O)O)O1 | -2.0%
CCNC(=O)COC(=O)c1ccc(S(=O)(=O)N2CCCCCC2)cc1 | -1.7%
COc1ccc2c(c1)CCc1c(C(=O)N3CCCC3)noc1-2 | -2.0%
CN(C)S(=O)(=O)N1CCN(C(=O)N(c2ccccc2)c2ccccc2)CC1 | 11.3%
Cc1ccc(Oc2nsnc2N2CCOCC2)cc1 | -0.5%
C=CCOC(=O)c1sc(N2C(=O)c3oc4ccccc4c(=O)c3C2c2ccco2)nc1C (stereo not drawn) | 11.9%
CC(C)Cc1cc(C(=O)Nc2c(F)cc(F)cc2Br)no1 | 14.6%

The last 2 records of the part before are carried over, then new ones follow:
Structure	AmpC det inh
C=CCOC(=O)c1sc(N2C(=O)c3oc4ccccc4c(=O)c3C2c2ccco2)nc1C (stereo not drawn)	11.9%
CC(C)Cc1cc(C(=O)Nc2c(F)cc(F)cc2Br)no1	14.6%
COc1cc(-c2nn3c(-c4ccccc4)nnc3s2)cc(OC)c1OC	-3.6%
CC(C)OC(=O)CSc1nnc(-c2cccnc2)n1N	-1.8%
Cc1ccc(NS(=O)(=O)c2cc(C(=O)O)ccc2Cl)c(C)c1	-2.7%
CC(C)OC(=O)C1C2C=CC3(CN(C(C)c4ccc(Br)cc4)C(=O)C13)O2 (stereo not drawn)	13.2%
c1ccc(-c2nn3c(Cn4cnc5ccccc54)nnc3s2)cc1	-6.5%
CCOc1ccc(S(=O)(=O)Nc2cccc(Cl)c2)cc1	-6.4%
CCCCCCn1c(CN2CCCCC2C)nc2c1c(=O)n(C)c(=O)n2C (stereo not drawn)	-3.3%
COc1ccc(C2CC(=O)C3=C(C2)Nc2ccccc2N(C(=O)C2CC2)C3c2cccnc2)cc1OC (stereo not drawn)	-5.6%
C=CCn1c(N)c(C(=O)OC(C)CC)c2nc3ccccc3nc21 (stereo not drawn)	10.2%
O=C(c1cccc(F)c1)N1CCC2(CCCN(c3ccc(-c4ccccc4)cc3)C2)CC1	0.5%
CC(C)(C)Nc1ncnc2c1cnn2-c1ccccc1	12.3%
CCOc1ccc(-n2c(Cc3cc(=O)[nH]c(=O)[nH]3)nnc2SCC(=O)OC)cc1	9.3%
CC(=O)N1[C@H](Cc2ccccc2)C=C[C@]1(C)C(=O)O	18.6%
COc1ccc(-n2nnnc2-c2cccc(OC)c2)cc1	11.2%
O=[n+]1c2c(n([O-])c3c1CCCC3)CCCC2	1.2%

Later entries:
Structure	AmpC det inh
O=C(CSCc1ccccc1)N1CCN(C(=O)c2ccco2)CC1	-1.8%
CSc1cccc(NS(=O)(=O)c2ccc3c(c2)oc(=O)n3C)c1	9.9%
Cc1cc(C)cc(NCC(=O)Nc2c(C)cccc2C)c1	-1.7%
CC1CCCN(c2oc(-c3cccc4ccccc34)nc2C#N)C1 (stereo not drawn)	19.1%
CCN1CCN(CCCNC(=O)c2cc3cc4ccc(OC)cc4nc3o2)CC1	-2.8%
O=C(Oc1ccccc1C(=O)N1CCOCC1)c1cccc(Br)c1	-6.8%
CN(C)c1ccc(-c2noc(-c3ccccc3O)n2)cc1	6.4%
Cc1ccc(S(=O)(=O)NCc2csc(C)n2)c(C)c1	-5.0%
CC(Sc1n[nH]c(=O)[nH]c1=O)C(=O)OCc1ccccc1 (stereo not drawn)	5.4%
O=C(O)c1cc(S(=O)(=O)Nc2ccccc2C(=O)O)ccc1O	-7.3%
COc1ccc(-c2nc3ccccc3c(=O)n2CCN2CCOCC2)cc1	-7.3%
Cc1ccccc1-c1nc(CN2CCC(C(=O)NCc3cccnc3)CC2)c(C)o1	-3.9%
Cc1ccc(Nc2nnns2)cc1C	-4.0%
COc1cc(NS(=O)(=O)c2ccc(NC(=O)NC3CCCCC3)cc2)nc(OC)n1	-8.2%
COc1ccc(Cl)cc1N(CC(=O)N1CCC(C)CC1)S(C)(=O)=O	3.7%

Next section.
Structure	AmpC det inh
CC1(C)OC(=O)C(=CNC(Cc2c[nH]c3ccccc23)C(=O)O)C(=O)O1 (stereo not drawn)	8.1%
Clc1ccc(C(c2ccccc2Cl)C(Cl)(Cl)Cl)cc1 (stereo not drawn)	12.3%
Cc1ccc(NC(=O)c2ccccc2C(=O)O)cc1C	-2.6%[5.75 µM]
Cc1c(C(=O)NCc2ccccc2)oc2c1C(=O)CCC2	10.1%
CCOc1cc2[nH]c(=S)n(CCCOC)c(=O)c2cc1OCC	0.9%
C=C(Cl)Cl	12.5%
COc1ccc(C(=O)Nn2cnc3scc(-c4cccs4)c3c2=O)c(O)c1	-4.5%
O[C@@H]([C@H](O)[C@@H](O)CBr)[C@@H](O)CBr	11.5%
O=C(c1cccc(F)c1)N1CCC[C@@]2(CCN(c3ccccn3)C2)C1	-3.2%
COc1ccc(C(=O)N2CCN(C(=O)c3cc(OC)c(OC)c(OC)c3)CC2)cc1	8.5%

Rewritten with each value named: entries from further up
> CC1(C)OC(=O)C(=CNC(Cc2c[nH]c3ccccc23)C(=O)O)C(=O)O1 (stereo not drawn)
- AmpC det inh: 8.1%

> COc1ccc(C(=O)Nn2cnc3scc(-c4cccs4)c3c2=O)c(O)c1
- AmpC det inh: -4.5%

> C=C(Cl)Cl
- AmpC det inh: 12.5%

> Cc1ccc(NC(=O)c2ccccc2C(=O)O)cc1C
- AmpC det inh: -2.6%[5.75 µM]
